APJ ag: agonists of human apelin receptor APJ, primary screen, CHO-K1 cells, PathHunter beta-arrestin, luminescence; P35414; 0% DMSO wells, 100% apelin; activation, % at 20 µM; hit rate 0.11% among 330,000; AID 2520, 2010;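 active means activation more than six SD over the plate average, tested at 20 µM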;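 further: 0% = DMSO alone and 100% = apelin-13 at 10 nM; some results filed as inactive read as strong as hits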
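assay system = CHO-K1 APJ beta-arrestin complementation cell line | input = cell density 1000 per well | dosing = compound 20 µM once, DMSO 1% | timing = compound 90 min 25 °C, reagent 1 h | measured by = luminescence from split beta-galactosidase complementation, Galacton Star/Emerald II substrate | read-out basis = APJ agonist activity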
UBC13 inh: UBC13 polyubiquitin chain formation inhibitors, primary screen, biochemical, TR-FRET, uHTS. inhibition, % at 20 µM. hit rate 0.47% among 330,000; in the data active means inhibition above about 45%, passing the limit was not always enough
Target sequence (P61088 whole entry, looked up): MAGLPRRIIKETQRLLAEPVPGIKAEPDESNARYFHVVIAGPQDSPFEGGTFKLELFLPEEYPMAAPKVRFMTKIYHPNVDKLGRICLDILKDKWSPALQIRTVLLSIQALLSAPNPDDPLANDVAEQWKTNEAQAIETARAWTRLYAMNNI
CXCR6 block: CXCR6 receptor inhibitors, primary screen, cell-based, beta-arrestin, luminescence, CHO-K1 PathHunter, 1536-well. hit rate 0.36% among 360,000. C-X-C chemokine receptor type 6 (Homo sapiens), O00574. AID 602244, 2012. inhibition, % at 20 µM; in the data active means inhibition above about 34%, passing the limit was not always enough;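 further: antagonist mode with CXCL16 agonist at 10 nM final; 0% = 10 nM CXCL16 with DMSO and 100% = unstimulated wells without agonist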
Target sequence (O00574 whole entry, looked up): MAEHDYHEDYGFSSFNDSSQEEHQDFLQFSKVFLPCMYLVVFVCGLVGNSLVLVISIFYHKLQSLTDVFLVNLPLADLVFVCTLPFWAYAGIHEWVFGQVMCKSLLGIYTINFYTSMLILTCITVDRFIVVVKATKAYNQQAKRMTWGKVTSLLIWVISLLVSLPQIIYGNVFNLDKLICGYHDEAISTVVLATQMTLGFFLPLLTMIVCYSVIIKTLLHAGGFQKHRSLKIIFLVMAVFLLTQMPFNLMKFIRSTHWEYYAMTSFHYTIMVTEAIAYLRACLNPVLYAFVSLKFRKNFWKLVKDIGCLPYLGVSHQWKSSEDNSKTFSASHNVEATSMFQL
Gli-Sufu antag: Gli-Sufu pathway antagonists, primary screen, luciferase luminescence, Sufu-KO-LIGHT cells, uHTS. inhibition, % at 5 µM. Sufu-KO-LIGHT fibroblasts, Gli luciferase reporter luminescence. hit rate 0.74% among 340,000;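 active means inhibition above about 55%, limit read from the data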;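 further: 0% = DMSO-treated cells and 100% = wells with medium but no cells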
CCR6 antagonist: CCR6 receptor antagonists, primary screen, cell-based, CHO-K1, luminescence, beta-arrestin, uHTS; C-C chemokine receptor type 6 (Homo sapiens), P51684; CHO-K1 CCR6 PathHunter beta-arrestin, CCL20-stimulated; inhibition, % at 20 µM; hit rate 0.49% among 340,000; AID 493098, 2011;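 active means compounds whose inhibition of the agonist-driven luminescence signal at 20 µM reaches about 50%, limit read from the data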;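 further: cells stimulated with CCL20 at 14 nM final; plate controls were DMSO with CCL20 for no effect and DMSO without agonist for full effect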
EBI2 block: EBI2 receptor antagonists, beta-arrestin recruitment, primary screen, cell-based, luminescence, 7a,25-OHC stimulation, uHTS | 7a,25-OHC stimulated | inhibition, % at 5 µM | hit rate 0.81% among 360,000 | AID 651636, 2012; in the data active means inhibition above about 38%;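 further: enzyme fragment complementation signal reports receptor beta-arrestin coupling in cells; 0% = agonist plus DMSO wells and 100% = wells without agonist; some results beyond the cut were filed as inactive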
ATG4B inh: ATG4B protease inhibitors, primary screen, biochemical, fluorescence, uHTS; Cysteine protease ATG4B (Homo sapiens), Q9Y4P1; ATG4B cleavage of LC3-PLA2, NBD-HPC fluorescence, 1 h; inhibition, % at 8.33 µM; hit rate 0.51% among 340,000; AID 504462, 2011; in the data active means inhibition above about 40%
Target sequence (Q9Y4P1 whole entry, looked up): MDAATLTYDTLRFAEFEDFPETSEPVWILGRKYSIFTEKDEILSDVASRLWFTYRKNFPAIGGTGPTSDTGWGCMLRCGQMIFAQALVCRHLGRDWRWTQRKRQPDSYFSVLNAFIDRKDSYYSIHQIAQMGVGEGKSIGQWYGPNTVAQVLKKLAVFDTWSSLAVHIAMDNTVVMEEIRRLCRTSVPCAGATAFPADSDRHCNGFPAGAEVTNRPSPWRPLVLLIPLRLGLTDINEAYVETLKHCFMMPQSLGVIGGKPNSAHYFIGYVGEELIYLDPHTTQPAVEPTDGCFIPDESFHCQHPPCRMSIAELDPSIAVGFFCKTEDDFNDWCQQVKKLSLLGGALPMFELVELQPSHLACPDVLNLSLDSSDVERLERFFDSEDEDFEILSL
APJ antagonist: antagonists of human apelin receptor APJ, primary screen, CHO-K1 cells, beta-arrestin complementation, luminescence; inhibition, % at 20 µM; AID 2521, 2010; hit rate 0.32% among 330,000; P35414;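 active means inhibition above about 40% at 20 µM, limit read from the data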;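 further: cells challenged with 10 nM apelin-13 agonist together with compound; plate controls were apelin-13 plus DMSO wells for no effect and DMSO wells lacking apelin-13 for full effect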
The depositor's hits bear a star; x = no result given.

SMILES | APJ ag | UBC13 inh | CXCR6 block | Gli-Sufu antag | CCR6 antagonist | EBI2 block | ATG4B inh | APJ antagonist
C=CCn1cnnc1SCC(=O)N(C1CCCCC1)C1CCS(=O)(=O)C1 (stereo not drawn) | -2.0 | 4.8 | 2.8 | 1.3 | 5.2 | 7.7 | -5.0 | 2.1
O=S(=O)(NCCSCc1c(Cl)cccc1Cl)c1ccc2c(c1)OCCO2 | -0.2 | -13.7 | 0.5 | 3.4 | 16.1 | 13.4 | 16.4 | -14.7
Cc1c(NC(=S)N2CCN(c3ccc(F)cc3)CC2)c(=O)n(-c2ccccc2)n1C | -2.0 | -8.6 | 7.2 | 6.0 | -7.2 | -8.9 | 0.4 | -0.8
CCOC(=O)C1=NNC(C(=O)O)C1c1ccccc1 (stereo not drawn) | x | x | -2.7 | -1.8 | 1.3 | 1.5 | 2.0 | x
COc1ccc(/C=C/C(=O)N(C)C2(C)CCS(=O)(=O)C2)cc1 (stereo not drawn) | -6.1 | -5.0 | -5.3 | -16.9 | -11.8 | -8.7 | 13.2 | -10.1
CCOc1cc(NC(=O)c2cccs2)c(OCC)cc1NC(=O)c1cccnc1 | -0.1 | -3.6 | -4.8 | -5.6 | -8.7 | -7.0 | -2.6 | -21.6
O=C1CCc2cc(S(=O)(=O)Nc3ccccc3F)ccc2N1 | -4.6 | 6.7 | -8.3 | -7.0 | -11.0 | -6.7 | -0.4 | -3.5
CCOc1ccccc1NC(=O)CN1C(=O)COc2ccccc21 | -0.8 | -3.1 | -11.9 | 2.8 | -12.8 | 0.7 | 0.3 | -4.1
Fc1ccc(CNC(=S)Nc2ccccc2Cl)cc1 | -0.9 | 7.1 | 47.1* | 0.2 | -6.9 | -10.2 | 10.2 | -3.8
CCOc1ccccc1C(=O)N(Cc1ccc(C)o1)C1CCS(=O)(=O)C1 (stereo not drawn) | 2.5 | 2.0 | 1.1 | -6.5 | 7.5 | -7.9 | -4.0 | 20.1
CCOc1cc(CNc2ccc(S(N)(=O)=O)cc2)ccc1OCC(=O)NC(C)(C)C | -0.3 | -1.4 | -6.5 | 7.8 | 3.5 | 4.0 | -0.8 | -2.0
CN(C)CCSc1nc(-c2ccccc2)nc2c1CCC2 | -5.7 | 9.2 | 1.8 | 10.0 | 10.3 | 5.1 | -5.4 | 13.8
O=C(CSCc1ccc(Br)cc1)Nc1ccc(S(=O)(=O)N2CCOCC2)cc1 | 1.5 | -1.3 | -3.3 | -0.4 | -3.1 | -0.7 | 3.6 | -1.4
C=CCNC(=S)Nc1ccccc1-c1nnc2n1CCCCC2 | 1.3 | -2.4 | -0.6 | -22.1 | -2.7 | 13.6 | 4.5 | -11.0
CN1CCN(S(=O)(=O)c2ccc(NC(=O)c3cccs3)cc2)CC1 | 0.8 | -0.9 | -5.3 | -7.0 | -10.6 | 11.8 | -12.5 | 12.4
CNC(=O)c1ccc(Nc2nnc(-c3ccc(C)c(S(N)(=O)=O)c3)c3ccccc23)cc1 | -1.4 | 3.0 | 8.0 | 0.3 | 11.6 | -1.0 | -6.7 | 5.2
CC(c1ccc(F)cc1)n1cc(S(=O)(=O)N2CCCC2)ccc1=O (stereo not drawn) | 1.6 | -0.6 | 0.5 | -0.1 | 10.7 | 4.8 | -3.7 | -16.1
Cc1onc(-c2ccccc2)c1C(=O)Nc1ncc([N+](=O)[O-])s1 | -0.8 | -3.4 | 8.9 | 35.8 | 23.0 | -19.8 | 4.3 | 18.1
O=C(CSCc1ccccc1Cl)Nc1ccc(C(=O)O)cc1 | -0.2 | -1.9 | -0.5 | -8.2 | 11.3 | -10.0 | -3.1 | 19.9
COc1ccc(C(=O)NCCSc2ccccc2C)cc1 | -4.9 | 2.0 | -1.9 | -89.3 | -0.7 | 8.7 | 3.3 | 2.9
CCCC(=O)Nc1nn(CCC)c2nc3ccccc3cc12 | -1.1 | -16.6 | -4.7 | 7.1 | 17.3 | -1.4 | -4.1 | -13.2
CC(NC(=O)C1CCN(C(=O)c2ccc(F)cc2)CC1)c1ccc(S(N)(=O)=O)cc1 (stereo not drawn) | -1.9 | 4.3 | 4.2 | -1.1 | -3.0 | -3.0 | -1.6 | 5.8
Cc1nnc2c3ccccc3ccn12 | x | x | 2.2 | -8.3 | 0.8 | -0.2 | 3.6 | x
CN(C(=O)c1ccc(NC(=O)Cc2ccc(NC(=O)C3CCCN(C(=O)C4CC4)C3)cc2)cc1)C1CC1 (stereo not drawn) | -2.8 | -7.5 | 3.2 | -11.5 | 6.7 | -1.5 | -1.0 | 3.2
O=C(C1=NN[C@@H]2C(=O)N(c3cccc(F)c3)C(=O)[C@H]12)c1cnccn1 | -6.2 | -7.5 | 1.3 | -11.8 | 9.2 | -7.9 | 3.9 | 2.7
Cc1ccc(-c2cc(N)nc(-c3ccccc3)c2)cc1 | -3.2 | 9.3 | -10.3 | -23.6 | -4.0 | -2.8 | 9.3 | -7.8
CCn1c(SCC(=O)Nc2ccccc2)nc2c1c(=O)n(C)c(=O)n2C | 0.5 | 0.1 | -2.2 | 4.1 | 7.8 | -4.7 | 8.6 | 24.3
C=CCSc1nnc2n(-c3ccccc3OC)c(=O)c3c4c(sc3n12)CCC4 | -2.1 | 5.3 | x | -2.2 | 1.4 | x | -12.3 | 16.9
COC(=O)C1C2CCCCC1C(=O)O2 (stereo not drawn) | x | x | 0.7 | -5.8 | 3.9 | -23.4 | 3.1 | x
CC(=O)c1ccc(N=Nc2c(C)[nH][nH]c2=O)cc1 | -7.1 | -68.8 | 15.1 | 2.5 | 25.7 | -4.0 | -7.8 | 17.2

Given with values under each structure: entries from further up
Values run as follows: APJ ag	UBC13 inh	CXCR6 block	Gli-Sufu antag	CCR6 antagonist	EBI2 block	ATG4B inh	APJ antagonist
- Cc1ccc(-c2cc(N)nc(-c3ccccc3)c2)cc1
  -3.2	9.3	-10.3	-23.6	-4.0	-2.8	9.3	-7.8
- CN(C(=O)c1ccc(NC(=O)Cc2ccc(NC(=O)C3CCCN(C(=O)C4CC4)C3)cc2)cc1)C1CC1 (stereo not drawn)
  -2.8	-7.5	3.2	-11.5	6.7	-1.5	-1.0	3.2
- CC(NC(=O)C1CCN(C(=O)c2ccc(F)cc2)CC1)c1ccc(S(N)(=O)=O)cc1 (stereo not drawn)
  -1.9	4.3	4.2	-1.1	-3.0	-3.0	-1.6	5.8
- C=CCSc1nnc2n(-c3ccccc3OC)c(=O)c3c4c(sc3n12)CCC4
  -2.1	5.3	x	-2.2	1.4	x	-12.3	16.9

Next part.
SMILES | APJ ag | UBC13 inh | CXCR6 block | Gli-Sufu antag | CCR6 antagonist | EBI2 block | ATG4B inh | APJ antagonist
O=C1C(=O)C(c2ccccc2)C(=O)C1c1ccccc1 (stereo not drawn) | x | x | 7.1 | 1.4 | 5.4 | 10.3 | -4.5 | x
CCCCCCCCC#Cc1nc(C)ccc1OC | x | x | -3.7 | 0.2 | 12.1 | -11.9 | -4.4 | x
COC(=O)c1cc2ccsc2n1Cc1ccccc1F | -3.8 | -2.6 | 0.4 | 17.6 | 17.3 | 2.4 | 9.3 | -13.1
COC(=O)c1sc(NC(=O)c2ccco2)nc1C | -3.9 | 6.1 | 4.3 | -30.0 | -21.2 | -5.0 | -11.4 | 7.1
COc1ccc(N2C(=O)CCC(C(=O)c3ccccc3)=C2C)cc1 | 0.5 | 4.5 | 1.8 | 3.2 | 9.3 | -1.1 | -3.8 | -13.0
O=C(CCn1c(=O)oc2ccc(Cl)cc21)N1CCN(Cc2ccccc2)CC1 | -1.3 | -1.8 | -0.5 | 6.6 | 10.6 | 0.7 | -6.5 | 0.9
CCCNC(=O)N1CCN(Cc2ccco2)CC1 | -3.0 | 7.2 | -0.4 | -3.9 | 6.5 | -6.1 | -0.8 | -0.2
CCN(CC)c1ccc(CNc2nc3ccccc3n2C(C)C)cc1 | -2.1 | 16.2 | 10.1 | 6.5 | 0.5 | 4.4 | 2.3 | -7.0
O=C(COC(=O)/C=C/c1ccccc1Cl)NCC1CCCO1 (stereo not drawn) | -6.2 | 0.7 | 5.3 | 4.6 | -8.0 | 7.2 | -0.8 | 14.7
CCN1CCCC1CN(Cc1cc2ccc(C)cc2[nH]c1=O)C(=S)Nc1ccc(OC)cc1OC (stereo not drawn) | -2.0 | -5.8 | -6.1 | -6.3 | 27.2 | -6.2 | -11.8 | -1.2
COc1ccccc1-c1c(C)oc2c(CN3CCOCC3)c(O)ccc2c1=O | -1.7 | 9.2 | -2.8 | 0.0 | 11.1 | -7.0 | -4.0 | -8.4
Cc1ccccc1C(=O)NN1C(=O)CSC1=S | -1.5 | -5.9 | 10.0 | -1.9 | 19.8 | 5.3 | 1.7 | 11.0
COc1ccc(-c2nc(CN3CCN(Cc4cccc(F)c4)CC3)c(C)o2)cc1 | -1.3 | 5.3 | 5.6 | 19.1 | 13.7 | -6.1 | 11.8 | 11.5
Cc1ccc(C(C(=O)NCC2CCCO2)N(C(=O)c2snc(C(N)=O)c2N)c2ccc(C)c(C)c2)o1 (stereo not drawn) | -0.3 | 64.6* | -5.4 | 8.0 | -6.0 | 28.6 | 8.4 | 6.3
Cc1ccccc1NC(=O)C12CC3CCC1(C)C3(C)CO2 (stereo not drawn) | -3.8 | -2.6 | -2.4 | -8.5 | -1.2 | 0.8 | 2.9 | 12.6
Cc1ccccc1NC(=O)NCC1CCN(c2ccc(S(=O)(=O)N3CCOCC3)cc2)CC1 | 2.2 | 2.9 | 2.9 | 3.9 | 16.7 | -2.9 | -7.5 | -9.9
N#Cc1c(-c2cccs2)nc(SCC(=O)c2ccc(Br)cc2)[nH]c1=O | -1.1 | 29.8 | -6.3 | 4.3 | -9.2 | -4.2 | 18.0 | 5.8
CC1CCN(C(=O)Cn2c(=O)n(-c3ccc(F)cc3)c(=O)c3sccc32)CC1 | -3.6 | 3.2 | -1.0 | -3.4 | 2.4 | 1.5 | -3.0 | -5.0
O=C(NN1C(=O)C2C(C1=O)C1C=CC2C12CC2)c1ccc(Cl)cc1 (stereo not drawn) | 0.9 | -8.3 | 0.5 | 2.6 | 0.7 | -3.1 | -4.9 | 9.5
CCN(CC)CCOC(=O)C1(c2ccc([N+](=O)[O-])cc2)CCCC1 | 2.6 | 1.0 | 7.7 | -2.2 | 2.5 | 7.2 | 0.5 | 13.4
CC(O)(c1ccccc1)c1ccc2ccccc2n1 (stereo not drawn) | x | x | -6.3 | 6.4 | 11.2 | -4.2 | 0.5 | x
CC[C@]1(c2ccccc2C)ON(c2ccccc2C(F)(F)F)C1=O | -4.7 | 12.2 | 2.9 | -4.3 | 22.0 | -6.8 | -0.7 | -0.3
O=C(Nc1ccccc1NC(=O)c1ccccc1F)c1ccccc1F | -1.9 | 5.4 | -3.7 | 3.2 | 8.4 | -2.3 | -2.6 | -13.0
O=C(O)c1cn[nH]c1-c1cccc([N+](=O)[O-])c1 | -1.3 | -14.4 | -2.5 | 0.3 | 7.7 | -5.6 | -5.1 | 2.5
O=S(=O)(CCOc1ccccc1)c1nc2ccccc2[nH]1 | -0.8 | 1.4 | 5.7 | 8.6 | -3.4 | -7.3 | -16.7 | -7.9
COC(=O)c1ccc(-c2csc(NC(=O)c3c(C)noc3C)n2)cc1 | 1.6 | 8.9 | -7.1 | 0.3 | 4.5 | -1.0 | -6.4 | 5.5

Look-ups from the results shown.
`O=S(=O)(CCOc1ccccc1)c1nc2ccccc2[nH]1` @ ATG4B inh = -16.7
`CC[C@]1(c2ccccc2C)ON(c2ccccc2C(F)(F)F)C1=O` @ APJ antagonist = -0.3
